ERp5 inh – inhibitors of human ERp5; Q15084; ERp5 insulin aggregation, absorbance 650 nm, 90 min; inhibition, % at 9.99 µM; actives 0.05% (n = 350,000); AID 651711;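 active means mean replicate inhibition above about 25%, with every replicate also reaching it, limit read from the data, passing the limit was not always enough; inconclusive means only one of those two criteria met; inactive means neither criterion met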
Target sequence (Q15084 whole entry, looked up): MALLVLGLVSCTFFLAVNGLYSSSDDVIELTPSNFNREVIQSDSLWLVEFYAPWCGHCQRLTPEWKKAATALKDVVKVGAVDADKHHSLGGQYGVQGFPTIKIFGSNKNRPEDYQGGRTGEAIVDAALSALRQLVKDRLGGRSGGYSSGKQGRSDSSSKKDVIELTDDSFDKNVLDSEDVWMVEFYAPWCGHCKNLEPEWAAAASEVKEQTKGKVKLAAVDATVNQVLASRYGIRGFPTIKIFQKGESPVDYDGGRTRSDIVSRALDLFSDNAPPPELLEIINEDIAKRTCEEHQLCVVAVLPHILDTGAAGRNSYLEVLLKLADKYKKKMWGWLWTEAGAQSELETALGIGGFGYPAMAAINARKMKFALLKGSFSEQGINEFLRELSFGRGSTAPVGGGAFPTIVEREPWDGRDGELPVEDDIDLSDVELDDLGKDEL
PAX8 reporter – inhibitors of PAX8 transcriptional activity in RMG-I cells; actives 1.2% (n = 360,000); RMG-I TPO-luciferase reporter, SteadyGlo, 24 h; inhibition, % at 12.6 µM; AID 652154;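 active means mean replicate inhibition at least 60% with every replicate also reaching 60%; inconclusive means only one of the two criteria is met; inactive means mean below 60% and not all replicates reaching 60%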;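 further: luciferase light reporting Pax8 driven TPO promoter activity; plate controls were median of neutral control wells for no effect and mitoxantrone controls for full effect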
DENV2 CPE rescue – DENV2-induced cell death inhibition; CPE inhibition, % at 9.99 µM; actives 1.7% (n = 350,000); DENV2-infected cells, cytopathic effect rescue, plate reader; in the data active means CPE inhibition above about 20%, passing the limit was not always enough; inconclusive means no clear call, values can overlap the other calls; tested in BHK-21 cells;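 further: 0% = median of neutral control wells and 100% = median of positive control wells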
INS-1E GSIS act – GLuc luminescence reporter in INS-1E cells, primary screen for activators of glucose-dependent secretion of insulin | INS-1E GLuc reporter insulin secretion, 2-3 h | activation, % at 16.6 µM | actives 0.61% (n = 370,000) | AID 743287;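 active means lowest replicate activation of at least 40%, so every replicate reaches that level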;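 further: 0% = median of neutral control wells and 100% = median of IBMX positive control wells; some compounds called inactive have numbers as strong as hits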
ARNT TACC3 PPI – ARNT/TACC3 interaction disruption; actives 0.66% (n = 390,000); inhibition, % at 9.99 µM; Q9Y6A5; AlphaScreen His-ARNT PAS-B/GST-TACC3 binding, luminescence; TACC3 fragment carries E629A point mutation;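 active means mean inhibition of replicates at least 50% and at least half of replicates each reaching 50%; inconclusive means half or more replicates reach 50% but mean below 50%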;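 further: 0% = complete ARNT plus TACC3 wells and 100% = ARNT alone without TACC3; many hits fall short of the cut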
EWS-Fli block – EWS/Fli transcriptional activity inhibition; A673 NR0B1-luciferase reporter, viability-normalised; inhibition, % at 12.6 µM; actives 0.67% (n = 350,000); AID 651661;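 active means mean inhibition of at least 50% after viability correction, with every replicate also passing that limit; inconclusive means mean reaches 50% but only one of two replicates passes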;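 further: firefly luciferase signal divided by Alamar Blue viability fluorescence both relative to DMSO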
XiGFP reactiv – activators of X-chromosome reactivation in mouse fibroblasts | actives 0.055% (n = 360,000) | activation, % at 7.58 µM | XiGFP mouse fibroblasts, % GFP-positive cells imaging, 3 d; cells co-treated with 5-aza-dC sensitizer; scaled so ellipticine positive control = 100%;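 active means mean normalized replicate activation at least 10% and every replicate at or above 10%; inconclusive means only one of the two criteria met; inactive means mean below 10% and not all replicates reach 10%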;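 further: 0% = median of on-plate neutral control wells and 100% = ellipticine 6 µM median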
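Material: XiGFP fibroblasts, SV40-immortalized. Buffer or medium: DMEM plus 5-aza-dC sensitizer. Compound: single concentration per compound, delivered by pin transfer. Times: 3 days compound exposure. Controls: ellipticine 6 µM.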
CFTR F508del cor – correctors of CFTR F508del function in bronchial epithelial cells. CFBE cells, YFP halide quenching; stimulated with forskolin plus potentiator P3; % fluorescence drop versus neutral controls. activity (quench increase), % at 7.58 µM. actives 0.36% (n = 350,000). AID 720511;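 active means mean added fluorescence quench of at least 8% versus neutral control, with both replicates also reaching 8%; inconclusive means only one of the mean or replicate conditions met; inactive means mean below 8% and not both replicates reaching 8%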;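 further: cells transiently co-express mutant CFTR-F508del with the halide-sensitive YFP; corrector assay measuring rescue of mutant channel to the surface after 24 h compound exposure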
The depositor's hits bear a star; ? = inconclusive; · = no result given; & = joins results of further samples.

Results follow in this order: ERp5 inh	PAX8 reporter	DENV2 CPE rescue	INS-1E GSIS act	ARNT TACC3 PPI	EWS-Fli block	XiGFP reactiv	CFTR F508del cor
1) CCOc1ccccc1/C=C(\C#N)C1=CCCC1
    -1	9	4	15	4	2	0.0	-2.5
2) COc1ccc(-c2c(C(=O)c3ccccc3)[nH]c(N)c2C(=O)NCc2ccccc2)cc1OC
    7	8	-8	-14	·	0	0.1	-0.6
3) O=c1cc(-c2cccc([N+](=O)[O-])c2)[nH][nH]1
    ·	21	·	17	6	1	-0.2	·
4) CCOC(=O)c1nn(-c2ccc(C)c(C)c2)c(=O)c(C#N)c1C
    1	-1	-4	·	3	-3	0.1	-0.7
5) CN(Cc1ccccc1)CC(O)COc1ccc(CNCCc2ccncc2)cc1 (stereo not drawn)
    6	2	-3	·	10	7	0.0	0.8
6) CN(c1ccc(OCC(=O)OCC(=O)Nc2ccccc2)cc1)S(=O)(=O)c1cccs1
    -5	29	-13	-9	-7	-6	0.0	-0.3
7) COC(=O)C1CCN(C(=O)c2cc(S(=O)(=O)N3CCCCC3)ccc2Cl)CC1
    2	-9	-1	3	-4	4	0.1	-0.5
8) CN(C)c1ccc(C(=S)NC2CCCCC2)cc1
    0	-189	6	4	·	-85	-0.1	1.3
9) Cc1ccc(NC(=O)NCc2cccnc2)cc1
    -1	-54	-3	9	-5	-6	0.0	1.5
10) Cc1noc(C)c1S(=O)(=O)Nc1cccc2c1O[C@H](CN(C)C(=O)Nc1ccccc1)[C@H](C)CN([C@H](C)CO)C2=O
    -20	-7	0	6	-10	-6	-1.0	3.8
11) Cc1ccc2c(CSc3nc4ccccc4c(=O)n3CCCO)cc(=O)oc2c1
    -1	6	?	-2	-34	21	0.3	0.1
12) O=C(c1ccc(-c2ccccc2Cl)o1)N1CCN(c2ccccc2O)CC1
    4	6	3	18	11	12	0.2	1.3
13) Cc1cccc(C)c1NC(=S)NCc1ccccc1
    4	9	-3	·	5	8	0.0	5.7
14) O=C(O)/C=C/C(=O)Nc1ccc(-n2nccc2C(F)(F)F)cc1
    2	-8	9	-8	-15	-3	?	2.6
15) CN1[C@H](C(=O)NCCc2ccccc2)[C@@H](CO)[C@@H]2Cn3c(ccc(-c4ccncc4)c3=O)[C@@H]21
    -2	·	-1	5	-4	4	0.5	0.6
16) COc1ccccc1C(=O)N(Cc1ccc(C)o1)C1CCS(=O)(=O)C1 (stereo not drawn)
    -2	10	-1	-10	-4	·	0.3	2.1
17) CCCOc1ccc(C(=O)N2CCN(Cc3ccc4c(c3)OCO4)CC2)cc1
    -1	3	·	·	1	10	0.1	-0.8
18) Cc1ccc2c(C)cc[n+](CCCS(=O)(=O)[O-])c2c1
    ·	9	·	4	-14	·	-0.2	·
19) COc1ccc(CN(C(=O)c2cc3ccccc3oc2=O)C2CCS(=O)(=O)C2)cc1OC (stereo not drawn)
    1	-119	4	21	-1	-131	0.1	-0.9
20) COc1ccccc1N1CCN(C(=O)c2oc3ccc(Br)cc3c2C)CC1
    -6	8	12	-19	-7	38	0.0	5.4
21) Cc1cccc(S(=O)(=O)N[C@H]2CC[C@@H](CCNC(=O)Nc3cc(F)ccc3F)O[C@H]2CO)c1
    0	4	·	0	3	-2	0.5	1.7
22) COc1ccccc1C(O)(c1ccccc1)c1ccccc1OC
    5	·	7	-22	-56	5	0.1	1.9
23) Cc1ccccc1NC(=O)CCNS(=O)(=O)c1ccc2c(c1)CCC(=O)N2
    13	6	2	5	6	-1	0.1	1.7
24) Cc1cc(NC(=O)CSCC(=O)OCC(=O)Nc2ccc(OC(F)F)cc2)no1
    -1	-14	-4	-12	-2	-4	0.0	-4.7
25) O=C(CSc1ncnc2scc(-c3ccc(F)cc3)c12)c1ccc2c(c1)OCCO2
    ·	-2	·	11	-5	·	-0.1	·
26) CS(=O)(=O)c1cnc(-c2ccccc2)nc1-c1ccccc1Cl
    1	12	1	-16	1	5	0.0	1.2
27) CO[C@H]1CN(C)C(=O)c2ccc(NC(C)=O)cc2OC[C@@H](C)N(C(=O)C2CCCCC2)C[C@H]1C
    8	12	-3	1	-9	7	0.0	0.1
28) O=C1c2ccccc2C(=O)N1C1C=CC=CC=C1
    -2	1	6	8	·	-1	0.0	1.5
29) CN1[C@H](C(=O)NCC(F)(F)F)[C@@H](CO)[C@@H]2Cn3c(ccc(-c4ccc(F)cc4)c3=O)[C@@H]21
    -5	-9	2	11	4	-6	0.6	-0.4
30) CC(=O)N1CCC(C(=O)Nc2ccc3c(c2)CCC3)CC1
    0	2	-4	21	0	-2	0.0	1.8

Reprinted from the part before: 4 compounds, followed by the next part.
Results follow in this order: ERp5 inh	PAX8 reporter	DENV2 CPE rescue	INS-1E GSIS act	ARNT TACC3 PPI	EWS-Fli block	XiGFP reactiv	CFTR F508del cor
27) CO[C@H]1CN(C)C(=O)c2ccc(NC(C)=O)cc2OC[C@@H](C)N(C(=O)C2CCCCC2)C[C@H]1C
    8	12	-3	1	-9	7	0.0	0.1
28) O=C1c2ccccc2C(=O)N1C1C=CC=CC=C1
    -2	1	6	8	·	-1	0.0	1.5
29) CN1[C@H](C(=O)NCC(F)(F)F)[C@@H](CO)[C@@H]2Cn3c(ccc(-c4ccc(F)cc4)c3=O)[C@@H]21
    -5	-9	2	11	4	-6	0.6	-0.4
30) CC(=O)N1CCC(C(=O)Nc2ccc3c(c2)CCC3)CC1
    0	2	-4	21	0	-2	0.0	1.8
31) COc1ccc(NC(=O)C2Cc3c(-c4ccccc4Oc4ccccc4)ccnc3O2)cn1 (stereo not drawn)
    6	33	17	-15	·	10	0.0	-1.7
32) FC(F)(F)c1ccccc1NC(=S)NC1CCN(Cc2ccccc2)CC1
    2	38	?	-1	-2	5	0.0	-1.2
33) COc1ccc2c(c1)c1c(n2C)[C@@H]2CC=C(CO)[C@@H](C1)N2C
    -1	10	7	-5	3	-6	0.1	-1.0
34) O=C(OCC(=O)N1CCc2ccccc2C1)c1ccc(O)cc1
    -11	-48	3	-9	-9	0	-0.1	-3.6
35) C[C@@H]1CN([C@H](C)CO)C(=O)c2cccc(NC(=O)CCCCCC(=O)Nc3ccccc3N)c2O[C@H]1CN(C)CC1CC1
    -1	19	-6	-4	·	-2	-0.2	-1.1
36) C[C@@H]1CN([C@@H](C)CO)C(=O)Cc2cc(NC(=O)C3CC3)ccc2O[C@H]1CN(C)Cc1ccncc1
    -3	-11	5	11	1	4	-1.2	1.4
37) CC(=O)NCCC(=O)N1CCc2c([nH]c3ccccc23)C1c1cccc(Cl)c1 (stereo not drawn)
    5	48	-12	-4	0	11	0.0	1.8
38) CCCC#Cc1cnc2c(c1)C(=O)N([C@@H](C)CO)C[C@H](C)[C@@H](CN(C)C)O2
    -2	·	?	27	17	-10	-1.2	0.3
39) COc1ccc(NC(=O)c2cc(S(=O)(=O)N3CCc4ccccc43)cn2C)cc1
    -10	-12	-5	·	-4	-5	0.1	-7.4
40) Cc1noc(C)c1S(=O)(=O)Nc1ccc2c(c1)C(=O)N([C@@H](C)CO)C[C@H](C)[C@@H](CN(C)Cc1ccncc1)OCCCC[C@H](C)O2
    2	-11	0	4	-6	7	0.1	-1.0
41) N/C(=N\OCC(=O)Nc1ccccc1)c1nonc1N
    7	-10	3	-6	·	-14	0.2	·
42) O=C(O)CSCC(=O)NCc1ccc(Cl)cc1Cl
    1	23	1	9	3	5	0.3	·
43) N=c1c(C(=O)NCC2CCCO2)cc2c(=O)n3ccccc3nc2n1Cc1ccco1 (stereo not drawn)
    1	9	12	-18	·	4	0.0	-0.4
44) C[C@@H](C(=O)OCC(=O)c1ccc(F)c(F)c1)N1C(=O)C2CCCCC2C1=O (stereo partly drawn)
    2	-14	-8	-3	2	3	-0.1	1.7
45) COCCc1ccc(OC2(C)CCN(Cc3ccc(OC)c4ccccc34)C2)cc1 (stereo not drawn)
    6	4	12	-16	·	6	0.1	-1.7
46) CCOc1ccc(OCCSc2nc(N)cc(=O)[nH]2)cc1
    4	-34	1	-10	0	-16	-0.1	0.6
47) Cc1cccc(C(=O)N2CCc3cc(-c4csc(NC(=O)CN5CCCC5)n4)ccc32)c1
    -18	2	1	0	-4	·	-0.1	-2.7
48) CO[C@@H]1CN(C)C(=O)c2ccc(NC(=O)C3CCCCC3)cc2OC[C@@H](C)N(C(=O)c2ccccc2)C[C@@H]1C
    -1	5	-3	0	-2	2	0.1	-0.2
49) CCC(=O)N1CCc2cc(S(=O)(=O)CCC(=O)N3CCN(c4ccc(Cl)cc4)CC3)ccc21
    -8	42	-5	-5	-3	19	0.0	-0.1
50) CC(Nc1ccccc1N1CCCCC1)C(=O)N1CCc2ccccc21 (stereo not drawn)
    2	6	12	2	6	7	0.0	-4.5
51) CN(CC(=O)Nc1ccc(Cl)c(C(F)(F)F)c1)C(=O)C1CC(=O)N(C2CCCC2)C1 (stereo not drawn)
    0	0	-15	-56	-7	12	0.3	-0.3
52) CO[C@@H]1CN(C)C(=O)c2ccc(NC(=O)CC(F)(F)F)cc2OC[C@@H](C)N(C(=O)C2CCOCC2)C[C@@H]1C
    2	11	24*	6	·	21	0.2	1.3
53) Cc1ccc(S(=O)(=O)N2CCN(C(=O)CCNC(=O)c3ccccc3Cl)CC2)cc1
    -7	-3	-2	6	-3	0	0.8	-1.0
54) CN(CC(=O)NC1CCCCCC1)S(=O)(=O)c1ccccc1
    0	·	-2	·	-1	-36	·	-1.7
55) COc1ccc(C(=O)NCC(c2ccco2)N2CCc3ccccc3C2)cc1 (stereo not drawn)
    -10	-3	-7	-6	7	-8	0.0	0.5
56) C[C@@H]1CN([C@H](C)CO)C(=O)CCCn2nncc2CO[C@@H]1CN(C)C(=O)c1ccc(N2CCN(C)CC2)cc1
    2&-1&4	4&-6	-4&-2&3	-2&0	-3&-8	-6&6&0	-0.1&0.4	-0.8&-2.1&0.3
